Rev-erbA mod – modulators of Rev-erb alpha DNA binding, primary screen, biochemical, FITC-DNA, fluorescence polarization, uHTS; Rev-erbα–FITC-DNA binding, 90 min; activity, % at 10 µM; 0.79% of 370,000 active;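 active means activity above about 14%, limit read from the data; passing the limit was not always enough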;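 further: 0% = DMSO wells with 35 nM protein and 100% = DMSO wells with 750 nM protein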
Target sequence (P20393 whole entry, looked up): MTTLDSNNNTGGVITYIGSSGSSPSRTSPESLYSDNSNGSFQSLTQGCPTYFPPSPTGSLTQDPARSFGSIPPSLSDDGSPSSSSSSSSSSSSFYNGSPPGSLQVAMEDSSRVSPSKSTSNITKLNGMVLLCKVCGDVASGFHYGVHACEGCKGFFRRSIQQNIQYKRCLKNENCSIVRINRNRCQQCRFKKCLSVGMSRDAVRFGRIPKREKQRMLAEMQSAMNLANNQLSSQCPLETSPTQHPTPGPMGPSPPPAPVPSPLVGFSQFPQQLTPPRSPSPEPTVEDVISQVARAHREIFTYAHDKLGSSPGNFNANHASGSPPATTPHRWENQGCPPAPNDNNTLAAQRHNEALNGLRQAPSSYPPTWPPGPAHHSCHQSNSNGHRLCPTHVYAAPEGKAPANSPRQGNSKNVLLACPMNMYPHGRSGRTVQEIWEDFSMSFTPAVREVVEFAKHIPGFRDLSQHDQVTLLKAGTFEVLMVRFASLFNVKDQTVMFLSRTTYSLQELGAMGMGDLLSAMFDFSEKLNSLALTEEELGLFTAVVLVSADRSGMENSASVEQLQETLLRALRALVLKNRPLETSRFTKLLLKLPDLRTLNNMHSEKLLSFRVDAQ
UHRF1 MBD2 ctr – UHRF1 methylated DNA binding inhibitors, primary screen, counter-screen for MBD2 inhibitor project, biochemical, TR-FRET, human UHRF1, single concentration | 0.75% of 370,000 active | E3 ubiquitin-protein ligase UHRF1 (Homo sapiens), Q96T88 | inhibition, % at 4.4 µM | UHRF1 binding to methylated oligo; in the data active means inhibition above about 21%;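 further: UHRF1 SRA domain binding a hemimethylated CpG hairpin DNA probe; 0% = median of test compound wells and 100% = reference inhibitor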
DDE Tn7 FP inh – inhibitors of Tn7 peptide binding to fibrin DD(E), primary screen, biochemical, fluorescence polarization, human fibrin, Tn7 probe; AID 720508, 2013; FP displacement of FITC-Tn7 peptide from fibrin DD(E); 0% = median of compound wells per plate; 0.13% of 370,000 active; inhibition, % at 8.3 µM; Fibrinogen beta chain (Homo sapiens), P02675;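 active means inhibition above the mean of compounds falling within the control limits plus 3 SD of them, cut at about 14% in these data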;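 further: 0% = plate median of compound wells and 100% = 10 µM Aha-Tn7 peptide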
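Assay system: Human clot-derived fibrin DD(E) complex | Buffer or medium: Tris/NaCl/CaCl2 buffer, pH 7.8 | Repeats: One replicate per compound | Benchmarks: Aha-Tn7 high control | Measure: % inhibition scaled between sample-field median and high-control FP | Schedule: 10 min plus 3 h, room temperature | Signal: Fluorescence polarization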
sPLA2-III inh – human group III sPLA2 inhibitors, primary screen, biochemical, QFRET, BODIPY PC-A2 liposome substrate | QFRET BODIPY PC-A2 liposome hydrolysis, fluorescence | AID 743126, 2013 | 0.56% of 370,000 active | inhibition, % at 12.2 µM;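 active means inhibition above mean plus 3 SD of compounds lying within the high and low control bounds, cut at about 19% in these data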;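 further: 0% = median of test compound wells and 100% = no enzyme DMSO wells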
ARFGAP1 inh – inhibitors of rat ARFGAP1 GAP activity, primary screen, biochemical, fluorescence polarization, GDP tracer | 0.26% of 360,000 active | ADP-ribosylation factor GTPase-activating protein 1 (Rattus norvegicus), Q62848 | inhibition, % at 16.5 µM | Arfgap1-stimulated ARF1 GTP hydrolysis, GDP FP detection | AID 651572, 2012;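 active means inhibition above a per-plate limit, mean inhibition of low control wells plus 3 SD, cut at about 25% in these data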;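 further: 0% = DMSO wells with enzyme and 100% = wells lacking Arfgap1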
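system = rat Arfgap1 catalytic domain, aa 1-136 | technique = FP, GDP Alexa 633 tracer displaced from anti-GDP antibody, 620/688 nm | compound = one concentration, 16.5 µM, DMSO 1.26% | medium = HEPES-based buffer, pH 7.5 | timing = compound-enzyme preincubation 20 min, reaction 120 min, detection 60 min, 25 °C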
DDE Tn6 FP inh – inhibitors of Tn6 peptide binding to fibrin DD(E), primary screen, biochemical, fluorescence polarization, human fibrin, Tn6 probe | 0.21% of 370,000 active | Fibrinogen beta chain (Homo sapiens), P02675 | inhibition, % at 8.3 µM | Fibrin DD(E) TRITC-Tn6 fluorescence polarization displacement;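 active means inhibition above a per-campaign cutoff: mean of compounds within control limits plus 3 SD, cut at about 15% in these data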;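 further: 0% = median of all compound wells on the plate and 100% = blocking peptide control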
PLCb3 inh – human PLC-beta3 inhibitors, primary screen, biochemical, fluorescence; Purified PLC-beta3, fluorogenic substrate; AID 720704, 2013; 0.18% of 370,000 active; 1-phosphatidylinositol 4,5-bisphosphate phosphodiesterase beta-3 (Homo sapiens), Q01970; inhibition, % at 12.2 µM; in the data active means inhibition above about 11%;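 further: 0% = median of compound wells on plate and 100% = full blocker control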
proKLK7 act – proKLK7 zymogen activators, primary screen, biochemical, fluorescence intensity; purified proKLK7, EDANS-DABCYL substrate fluorescence; 100% is mature enzyme control, 0% vehicle; Kallikrein-7 (Homo sapiens), P49862; activation, % at 7 µM; 0.9% of 370,000 active;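 active means activation above the mean of all tested compounds plus 3 SD, computed per campaign excluding outliers beyond control limits, cut at about 13% in these data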
ASAP1 inh – inhibitors of human ASAP1 ArfGAP activity, primary screen, biochemical, fluorescence polarization; Arf-GAP with SH3 domain, ANK repeat and PH domain-containing protein 1 (Homo sapiens), …; ASAP1-stimulated ARF1 GTP hydrolysis, GDP FP detection; inhibition, % at 16.5 µM; 0.19% of 360,000 active; in the data active means inhibition above about 25%;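 further: 0% = vehicle with enzyme and substrate and 100% = no enzyme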
Target sequence (Q9ULH1 325-724 limits assumed): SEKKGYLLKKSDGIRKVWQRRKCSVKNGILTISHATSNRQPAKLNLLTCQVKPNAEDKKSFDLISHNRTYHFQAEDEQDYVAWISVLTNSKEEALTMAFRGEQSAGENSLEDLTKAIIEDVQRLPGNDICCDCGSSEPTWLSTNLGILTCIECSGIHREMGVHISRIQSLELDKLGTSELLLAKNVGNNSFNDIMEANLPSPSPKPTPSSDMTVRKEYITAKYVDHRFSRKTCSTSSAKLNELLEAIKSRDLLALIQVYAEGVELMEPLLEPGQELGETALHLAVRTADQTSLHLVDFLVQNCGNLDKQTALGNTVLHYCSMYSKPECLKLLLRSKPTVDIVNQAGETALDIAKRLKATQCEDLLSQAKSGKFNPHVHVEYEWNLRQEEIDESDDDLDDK
PLC-gamma1 inh – PLC-gamma1 enzyme inhibitors, primary screen, biochemical, fluorescence, purified enzyme; 0.84% of 370,000 active; fluorogenic substrate; 1-phosphatidylinositol 4,5-bisphosphate phosphodiesterase gamma-1 (Homo sapiens), P19174; inhibition, % at 12.2 µM; in the data active means inhibition above about 9.5%
* = called active by the depositor.

SMILES | Rev-erbA mod | UHRF1 MBD2 ctr | DDE Tn7 FP inh | sPLA2-III inh | ARFGAP1 inh | DDE Tn6 FP inh | PLCb3 inh | proKLK7 act | ASAP1 inh | PLC-gamma1 inh
Nc1cc(C(=O)OCC(=O)N2CCC(Cc3ccccc3)CC2)ccc1Cl | 2 | -1 | 0 | -2 | -10 | -6 | -7 | 0.3 | 5 | -3
Cc1ccccc1OCC(O)CN1CCN(c2ccc(Cl)cc2)CC1 (centres undefined) | 0 | -1 | 1 | -2 | -13 | -3 | -8 | -0.6 | -7 | -1
Cc1csc2nc(SCC(=O)Nc3ccccc3F)[nH]c(=O)c12 | -3 | -2 | 2 | -9 | 15 | -8 | -8 | -0.1 | 20 | 2
C[C@H](CO)N1C[C@H](C)[C@H](CN(C)Cc2ccc(F)cc2)Oc2ncc(Br)cc2C1=O | -1 | 0 | 4 | 2 | 1 | -3 | 5 | 0.0 | 0 | 1
O=C(COC(=O)c1ccc(O)cc1O)Nc1ncc(Cl)cc1Cl | 0 | 0 | 6 | 1 | 0 | -4 | -10 | 0.5 | 2 | -11
O=C(NC1CCCC1)N[C@@H]1CC[C@@H](CC(=O)N2CCOCC2)O[C@@H]1CO | -1 | 0 | -2 | -7 | -3 | 0 | 2 | -0.3 | -14 | 0
CCn1c(SCC(=O)O)nc2ccccc21 | 3 | 0 | -3 | 7 | -5 | -1 | -6 | 0.3 | -6 | 0
O=C(O)CCCC1(C(=O)O)CCCC1 | 2 | -1 | -8 | 2 | -4 | -2 | 2 | 0.3 | -6 | -4
Fc1ccc(-c2nnn(Cc3ccc(F)cc3Cl)n2)cc1 | 4 | 4 | -11 | 4 | 7 | -6 | -4 | 0.2 | 2 | 4
O=C(C1CCN(Cc2nc(-c3ccc(Cl)cc3)no2)CC1)N1CCOCC1 | -1 | 0 | 3 | -5 | -3 | -11 | -1 | -0.8 | -6 | -3
COC(=O)CSc1snnc1-c1ccc(Cl)c(Cl)c1 | -1 | -1 | -5 | -53 | -4 | 0 | 0 | -0.7 | 21 | -1
O=C(Nc1ccc(C(=O)N2CCN(c3ccncc3)CC2)cc1)c1ccc(Br)o1 | 2 | -1 | 2 | -7 | 16 | 2 | -3 | 0.4 | 2 | -2
O=C(O)c1cccc2c1C(=O)c1ccc(N3CCN(Cc4ccc5c(c4)OCO5)CC3)cc1S2(=O)=O | -5 | 0 | -5 | 4 | 16 | -4 | -350 | 8.5 | -16 | -279
C/C=C(/C)C(=O)O[C@@H]1c2c(ccc3ccc(=O)oc23)OC(C)(C)[C@@H]1OC(C)=O | -1 | -2 | 1 | -9 | 5 | -7 | -11 | 1.7 | -6 | -10
Cc1ccc(-c2csc(NC(CO)c3nc4ccccc4n3CCOCCO)n2)cc1 (centres undefined) | 3 | -2 | 1 | -17 | 6 | -5 | -11 | 0.4 | 0 | -8
CCc1c(-c2ccc(Cl)cc2)ncn1Cc1cccc(-c2ccccc2)c1 | -3 | 0 | -3 | -7 | -8 | -9 | 0 | 0.6 | 1 | 3
COCCCNC(=O)C1CCCN(C(=O)Nc2ccc(OC)cc2)C1 (centres undefined) | -1 | 17 | 5 | -6 | 0 | -1 | 6 | 0.1 | -7 | 4
CC(NC(=S)Nc1cccc(C(F)(F)F)c1)C(C)(C)C (centres undefined) | -3 | -2 | 3 | 13 | 7 | 2 | -6 | -0.4 | 1 | 6
COC(=O)c1cccc(-n2cnnn2)c1 | -5 | 1 | 0 | 4 | 1 | -9 | 5 | 0.3 | -9 | 1
O=S(=O)(NCCC1=CCCCC1)c1ccccc1Cl | -7 | 0 | 8 | -7 | -6 | 8 | -7 | -0.3 | 1 | -2
CC(=O)N(CCN(C(C)=O)c1ccccc1)c1ccccc1 | -3 | -2 | -5 | 5 | 6 | 4 | 0 | 0.3 | 1 | 1
OCC1OC(n2nnc3ccccc32)C(O)C(O)C1O (centres undefined) | -10 | -3 | 8 | 1 | -5 | -2 | 3 | -0.5 | -4 | 1
CCc1nnc(NC(=O)CCn2cnc3ccccc3c2=O)s1 | -7 | 0 | -4 | -6 | -9 | -1 | 1 | 0.0 | 5 | 0
COc1cccc(-c2nc3n(n2)C(c2ccc4c(c2)OCO4)C(C(N)=O)=C(C)N3)c1 (centres undefined) | 0 | 2 | -2 | -8 | 6 | -8 | 0 | -0.5 | 18 | -2
Cc1ccc(C(=O)NCCN2CCOCC2)cc1 | 1 | 7 | 0 | 9 | -8 | 1 | -3 | -0.4 | 0 | 0
O=C(NC(=S)Nc1ccc(Oc2ccc(Cl)cc2)cc1)c1ccccc1 | 1 | 0 | -2 | 0 | 0 | -2 | -1 | -0.3 | 1 | -3
CN(C)/C=N/c1cc(=O)[nH]c(=O)n1C | 0 | 0 | -2 | 0 | -6 | 3 | 2 | -0.1 | 5 | 0
Cc1ccc(NC(=O)CSCC(=O)N2CCN(Cc3ccc4c(c3)OCO4)CC2)cc1 | 4 | 1 | 1 | -3 | -4 | 0 | -3 | 0.1 | 4 | 0
CCn1c(SCC(=O)N/N=C/C=C/c2ccco2)nc2ccccc21 | -4 | -4 | -6 | -8 | 6 | 7 | -11 | 0.4 | 10 | -6
CCOC(=O)C1=C(C)N=C2c3ccccc3C(=O)C2C1c1ccc(Cl)cc1 (centres undefined) | -1 | -5 | -1 | 5 | 24 | 2 | 1 | 0.4 | -4 | 5
CCOc1cccc2sc(Cl)nc12 | -4 | -1 | -1 | 0 | 5 | -6 | 3 | 0.9 | 11 | 1
COc1ccc(NC(=O)C2c3ccccc3OCC(=O)N2CC(F)(F)F)cc1 (centres undefined) | 1 | 14 | 4 | 12 | -6 | 2 | 3 | -0.1 | -11 | -1
Cc1ccc(OCCSc2cc(C)nc(N)n2)cc1 | 2 | 1 | 1 | -10 | -6 | -5 | 0 | -0.2 | -14 | 2
Cc1ccc(NC2=C(Cl)C(=O)OC2OC(=O)c2ccccc2)c(C)c1 (centres undefined) | 1 | 8 | 0 | -28 | 5 | -5 | -4 | -0.4 | -2 | -2
Cn1cncc1C#Cc1ccc2cc(CCCO)oc(=O)c2c1 | -5 | -8 | 2 | -12 | -2 | -2 | -375 | 1.8 | -2 | -260
O=C(NCc1ccc(Cl)cc1)c1cc(S(=O)(=O)N2CCCCC2)c[nH]1 | 8 | 1 | -6 | -15 | -2 | 1 | 2 | -0.1 | 4 | 4
CN(C)/C=C1\C=C2C(=O)c3ccccc3N2C1=O | 340* | -38 | 30* | -37 | -1 | 0 | -60 | 14* | 0 | -37
O=C(Nc1ccc(N2CCOCC2)cc1N1CCOCC1)c1ccc(F)cc1 | -2 | 0 | -3 | 12 | -2 | -2 | -8 | -0.2 | 13 | 2
O=S(=O)(NCCC1=CCCCC1)c1cccc(Br)c1 | -6 | -5 | -3 | -25 | 11 | 2 | -7 | 0.0 | 3 | -3
CC(C)c1nc2cc(C(=O)NC(c3cccnc3)C(F)(F)F)ccc2o1 (centres undefined) | 2 | 4 | 3 | 3 | -10 | -1 | -7 | 0.2 | 1 | 1
Cc1n[nH]c(C)c1S(=O)(=O)N1CCCC(C(=O)N2CCc3ccccc32)C1 (centres undefined) | -1 | -1 | -2 | -3 | 2 | -1 | 1 | 0.1 | -3 | 9
O=C(NOC(=O)c1cc(Br)ccc1Cl)c1cccs1 | -5 | 2 | -1 | 2 | 1 | 3 | 4 | -0.4 | -4 | 2
COc1cc(/C=N/NC2=NCCCCC2)ccc1O | 0 | 1 | -4 | 0 | 0 | 1 | -16 | -1.7 | 18 | -3
O=C(Cn1cc(/C=N/O)c2ccccc21)N1CCOCC1 | -5 | -5 | -3 | -2 | -6 | -1 | -1 | -0.6 | -1 | -1
COc1cc2c(cc1OC)CN(CC(=O)Nc1ccc(Cl)cc1Cl)CC2 | 3 | 1 | -7 | 1 | -4 | 0 | -43 | 2.1 | 3 | -25
CC1CCC(NC(=O)CCS(=O)(=O)c2ccc3c(c2)CCN3C(=O)C2CC2)CC1 (centres undefined) | 1 | 0 | -6 | 1 | -7 | 2 | -3 | 0.4 | 10 | 1
Cc1nc(N)nc(C)c1Cc1ccccc1 | 2 | 0 | -1 | 4 | -9 | 3 | 3 | -0.5 | 4 | 1
Cc1ncoc1C(=O)Nc1ccc(Oc2ccccc2)cc1 | -5 | -3 | 7 | -3 | 10 | 2 | 4 | 0.0 | 5 | 3
COC(=O)C1=C(C)NC(=O)CC1c1ccccc1F (centres undefined) | 2 | 0 | 1 | 2 | 3 | 7 | -2 | 0.4 | -16 | 2
COC(=O)C1c2ccccc2-c2ccccc21 | 3 | 0 | -1 | 0 | -1 | -9 | 3 | -0.3 | -2 | 1
CCc1nnc(NC(=O)C2CCCCN2S(=O)(=O)c2ccccc2)s1 (centres undefined) | -2 | -3 | 2 | 0 | -6 | 6 | 2 | -0.3 | 4 | -1
O=C(Nc1ccc(O)c(C(=O)O)c1)Oc1ccccc1 | 1 | -1 | 2 | 1 | 4 | -3 | -111 | 26* | -10 | -72
CCCCOC(=O)c1cc(=O)[nH]c2ccc(C)cc12 | 3 | -1 | 2 | -6 | 4 | -5 | -243 | 1.2 | 7 | -182

Structures listed so far printed as active in proKLK7 act:
SMILES	Rev-erbA mod	DDE Tn7 FP inh	sPLA2-III inh	ARFGAP1 inh	DDE Tn6 FP inh	PLCb3 inh	proKLK7 act	ASAP1 inh	PLC-gamma1 inh
CN(C)/C=C1\C=C2C(=O)c3ccccc3N2C1=O	340*	30*	-37	-1	0	-60	14*	0	-37
O=C(Nc1ccc(O)c(C(=O)O)c1)Oc1ccccc1	1	2	1	4	-3	-111	26*	-10	-72

Rewritten as a markdown table: two of the compounds above.
| smiles | Rev-erbA mod | UHRF1 MBD2 ctr | DDE Tn7 FP inh | sPLA2-III inh | ARFGAP1 inh | DDE Tn6 FP inh | PLCb3 inh | proKLK7 act | ASAP1 inh | PLC-gamma1 inh |
| --- | --- | --- | --- | --- | --- | --- | --- | --- | --- | --- |
| O=S(=O)(NCCC1=CCCCC1)c1cccc(Br)c1 | -6 | -5 | -3 | -25 | 11 | 2 | -7 | 0.0 | 3 | -3 |
| Fc1ccc(-c2nnn(Cc3ccc(F)cc3Cl)n2)cc1 | 4 | 4 | -11 | 4 | 7 | -6 | -4 | 0.2 | 2 | 4 |
